PGK inhibitor – qHTS Assay to Find Inhibitors of Phosphoglycerate Kinase | PGK/GAPDH coupled, Kinase-Glo luminescence, 60 min | Potency, µM (series often up to 57.5 µM), inactives show at the highest dose activity change, negative = inhibition, actives largely listed as inhibitors | hit rate 0.043% among 380,000 | Phosphoglycerate kinase, glycosomal (Trypanosoma brucei brucei), P07378; note: potency is the fitted concentration of half-maximal effect; % is set by controls: 0 for no effect and ±100 for the full control effect; nearly all actives have a fitted effect of over 60% in size
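Recombinant glycosomal PGK reaction used 1,3-bisphosphoglycerate generated in-well by GAPDH (100nM final) in 100mM TEA pH 7.6, 5mM MgCl2, 0.01% Tween-20. After 60 minutes at room temperature, ATP was read by Kinase-Glo Plus luminescence end-point.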
BAZ2B block – qHTS Assay for Inhibitors of BAZ2B; AID 504333, 2011; AlphaScreen BAZ2B-H3K14Ac peptide displacement; Potency, µM (highest dose often 114 µM), for the others: at the highest dose activity change, negative = inhibition, hits mostly inhibitors; hit rate 4.4% among 360,000; Bromodomain adjacent to zinc finger domain protein 2B (Homo sapiens), Q9UIF8; note: potency is the fitted concentration of half-maximal effect; % is set by controls: 0 for no effect and ±100 for the full control effect; nearly all actives have a fitted effect of over 60% in size
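Protein-peptide AlphaScreen: BAZ2B 50 nM, b-H3K14Ac 50 nM, 1x PBS pH 7.4 + 0.01% Tween-20. Preincubation 30 min RT; cpd 30 min RT (top 110 uM); beads 20 min RT, light-protected.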
HP1b chromo inh – HTS for Inhibitors of HP1-beta Chromodomain Interactions with Methylated Histone Tails | Chromobox protein homolog 1 (Homo sapiens), P83916 | AlphaScreen HP1-beta / biotin-H3K9me3 peptide binding | Potency, µM (top dose mostly 114 µM), for inactives: at the highest dose activity change, negative = inhibition, most hits filed as inhibitors | hit rate 0.56% among 390,000 | AID 540317, 2011; note: potency is the fitted concentration of half-maximal effect; nearly all actives have a fitted effect of over 70% in size; inactives centre near 23
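AlphaScreen: HP1-beta (50 nM) preformed 30 min with biotin-H3(1-18)K9me3 peptide (50 nM) in PBS pH 7.4, 0.01% Tween-20. Compound added for 30 min at RT, then streptavidin donor/nickel chelate acceptor beads (10 ug/mL) for 30 min.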
Pin1 inhibitor – qHTS Assay to Find Inhibitors of Pin1. Peptidyl-prolyl cis-trans isomerase NIMA-interacting 1 (Homo sapiens), Q13526. Pin1 FP peptide displacement, HiFluor488, 10 min. Potency, µM (titrated, usually from 115 µM), without a hit: at the top dose activity, negative = inhibition, actives largely listed as inhibitors. hit rate 0.009% among 390,000. AID 504891, 2011; active = well fitted inhibition curve with a large enough effect in the polarisation, with a control signal flat, not every such curve was filed as active; inconclusive = small, poorly fitted or top-dose-only effect, or effect the other way, or a change in a side signal; inactive = no such curve, though single readings can be large or run the other way; the % refers to the polarisation; note: potency is the fitted concentration of half-maximal effect; % is set by controls: 0 for no effect and ±100 for the full control effect
G9a inh – qHTS Assay for Inhibitors of Histone Lysine Methyltransferase G9a; Potency, µM (doses to about 102 µM), for the others: at the highest dose activity, negative = inhibition, actives largely listed as inhibitors; hit rate 8.8% among 350,000; Histone-lysine N-methyltransferase EHMT2 (Homo sapiens), Q96KQ7; G9a H3K9 monomethylation, AlphaScreen, 2 h; note: potency is the fitted concentration of half-maximal effect; % is set by controls: 0 for no effect and ±100 for the full control effect; nearly all actives have a fitted effect of over 75% in size
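Methyltransferase reactions run at room temperature for 2 h (20 nM enzyme, 500 nM biotin-H3K9 peptide, 20 uM SAM) after a 15 min compound preincubation; product detected by AlphaScreen beads and anti-H3K9me1 antibody.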
POLH inh – qHTS for Inhibitors of Polymerase Eta; DNA polymerase eta (Homo sapiens), Q9Y253; recombinant Pol eta, fluorescent DNA replication assay; Potency, µM (highest dose often 114 µM), inactives show at the top dose activity change, negative = inhibition, hits mostly inhibitors; hit rate 1.2% among 390,000; AID 588591, 2011; note: potency is the fitted concentration of half-maximal effect; % is set by controls: 0 for no effect and ±100 for the full control effect
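Pol eta at 10 nM preincubated with compounds 15 min at room temperature; reaction started with fluorescent substrate (50 nM final) and read kinetically at 0 and 10 min.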
JMJD2A Tudor inh – qHTS Assay for Inhibitors of JMJD2A-Tudor Domain; Lysine-specific demethylase 4A (Homo sapiens), O75164; AlphaScreen JMJD2A-Tudor / H3K4me3 peptide binding; Potency, µM (titrated, usually from 114 µM), for the others: at the highest dose activity change, negative = inhibition, usual class: inhibitors; hit rate 4.4% among 390,000; note: potency is the fitted concentration of half-maximal effect; % is set by controls: 0 for no effect and ±100 for the full control effect; nearly all actives have a fitted effect of over 50% in size
Target sequence (O75164 whole entry, looked up, the tested form may be a part): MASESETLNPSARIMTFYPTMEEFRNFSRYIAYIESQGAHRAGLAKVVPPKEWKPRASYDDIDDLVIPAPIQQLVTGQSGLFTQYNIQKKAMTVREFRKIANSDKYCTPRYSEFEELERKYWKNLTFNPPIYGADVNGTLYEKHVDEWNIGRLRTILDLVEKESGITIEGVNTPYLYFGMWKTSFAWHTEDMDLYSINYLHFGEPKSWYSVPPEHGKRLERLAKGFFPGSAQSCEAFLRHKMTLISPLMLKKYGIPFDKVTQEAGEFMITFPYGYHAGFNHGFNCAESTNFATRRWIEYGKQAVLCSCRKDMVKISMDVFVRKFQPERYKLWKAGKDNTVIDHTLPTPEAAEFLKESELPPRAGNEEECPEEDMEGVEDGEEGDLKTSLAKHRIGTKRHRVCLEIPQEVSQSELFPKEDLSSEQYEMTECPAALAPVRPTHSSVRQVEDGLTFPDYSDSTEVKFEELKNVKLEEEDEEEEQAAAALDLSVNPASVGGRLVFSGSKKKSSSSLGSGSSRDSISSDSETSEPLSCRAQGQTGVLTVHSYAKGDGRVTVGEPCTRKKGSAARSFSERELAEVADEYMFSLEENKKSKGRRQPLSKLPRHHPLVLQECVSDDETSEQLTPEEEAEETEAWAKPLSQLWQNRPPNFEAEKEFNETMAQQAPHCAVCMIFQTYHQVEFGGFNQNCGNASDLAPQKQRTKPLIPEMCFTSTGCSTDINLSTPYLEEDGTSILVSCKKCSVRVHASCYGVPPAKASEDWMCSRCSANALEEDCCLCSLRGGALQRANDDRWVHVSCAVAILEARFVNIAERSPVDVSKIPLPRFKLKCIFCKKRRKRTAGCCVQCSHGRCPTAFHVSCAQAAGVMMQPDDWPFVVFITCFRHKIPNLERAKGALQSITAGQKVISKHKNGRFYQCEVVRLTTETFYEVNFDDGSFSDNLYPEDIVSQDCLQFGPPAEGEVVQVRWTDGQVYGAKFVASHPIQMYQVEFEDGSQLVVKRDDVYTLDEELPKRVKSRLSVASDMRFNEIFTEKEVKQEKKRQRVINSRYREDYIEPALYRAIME
GLS inhibitor – qHTS for Inhibitors of Glutaminase (GLS). hit rate 0.21% among 410,000. Glutaminase kidney isoform, mitochondrial (Homo sapiens), O94925. GLS enzymatic activity, qHTS titration. Potency, µM (series often up to 45.5 µM), for the others: at the highest dose activity change, negative = inhibition, actives largely listed as inhibitors. AID 624170, 2012; note: potency is the fitted concentration of half-maximal effect; % is set by controls: 0 for no effect and ±100 for the full control effect
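Compounds were pin-transferred onto hKGA, after which L-glutamine (1 mM solution) and a detection mix of glutamate oxidase, HRP and Amplex Red were added. Initial and 30 min RT fluorescence reads were collected.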
PI4K2A inh – qHTS for small molecular inhibitors of PI4K2A; activity change, negative = inhibition, % at 76.9 µM; Phosphatidylinositol 4-kinase type 2-alpha (Homo sapiens), Q9BTU6; hit rate 0.13% among 420,000; purified PI4K2A, ADP-Glo luminescence, 1 h; stronger effect = lower value; in the data active = activity change below about -50%; inconclusive = mostly about -30% to -49%;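 note: -100% = wells without enzyme as full effect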
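ADP-Glo luminescence measured ADP generated by PI4K2A enzyme (4 ug/mL before mixing) with 1.2 mM PI substrate (pre-mix) and 300 microM ATP (pre-mix). Tris pH7.5 buffer with MgCl2, Triton X-100; 1 h reaction at ambient temperature.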
Starred values were filed as active, the others as inactive; i = inactive; ? = inconclusive; . = no result given; & = joins results of further samples; [ ] = dose if it differs, or a comment. Unless noted, calls come from the whole dose curve; as a rule, active = well fitted curve in the direction sought with a large enough effect; inconclusive = small, poorly fitted or top-dose-only effect, or another doubt; inactive = no such curve, though single readings can be large; an effect the other way counts as inactive or inconclusive. The list is partial. The share of hits here may be higher or lower than overall.

SMILES	PGK inhibitor	BAZ2B block	HP1b chromo inh	Pin1 inhibitor	G9a inh	POLH inh	JMJD2A Tudor inh	GLS inhibitor	PI4K2A inh
COc1ccc(CC(=O)N(Cc2ccccc2)c2ccc(C)cc2)cc1S(=O)(=O)N1CCOCC1	-5%	-14%	9%	14%	-28%	-17%	-36%	-4%	5
O=C(O)c1ccc(CNCc2ccc(F)cc2)cc1	13%	-12%	33%[activator]	6%	?	1%	-3%	10%	-2
CCCOc1ccc(C(CC(=O)O)NS(=O)(=O)c2ccc(NC(C)=O)cc2)cc1 (centres undefined)	-4%	-2%	14%	-1%	-48%	-9%	8%	-4%	6
O=S(=O)(Nc1ccc(O)c2ncccc12)c1ccccc1F	.	.	.	1%	.	.	25µM*	38%[activator]	?
O=[N+]([O-])c1cc(N=Nc2ccc3ccccc3c2)ccc1O	-4%	?	-17%	1%	3.2µM*	-2%	?	-2%	-6
CCOC(=O)c1c(C)[nH]c(C)c1C(=O)CSc1nc(N)cc(=O)[nH]1	2%	0%	7%	3%	-7%[12.7 µM]	-11%	-9%	4%	0
COc1ccc(-c2csc3ncnc(NCCN4CCOCC4)c23)cc1	-6%	2%	37%	1%	-1%[59 µM]	-13%	-6%	2%	-2
O=C(NC1CC1)C1=C[C@@H](c2coc3ccccc3c2=O)C[C@@H](OCCCCO)O1	5%	0%	37%	0%	-29%[59 µM]	-2%	-21%	-2%	-1
O=C(O)CS(=O)CC(=O)Nc1cccc(C(F)(F)F)c1 (centres undefined)	-10%	?	18%	5%	.	-8%	-10%	-1%	-1
CCOc1ccc(/C=C/c2c([N+](=O)[O-])c(=O)n(C)c(=O)n2C)cc1	0%	1%	14%	2%	.	-5%	-11%	-2%	8
COc1ccc(C(=O)C[n+]2ccccc2/C=N/O)cc1	0%	-14%	26%	3%	5%[59 µM]	-7%	-10%	-2%	-5
COc1ccc(Cl)c(NC(=O)NCCN2CCN(c3ccccc3)CC2)c1	0%	6%	15%	-1%	7%[12.7 µM]	-11%	-1%	18%	2
Cc1cc(Cn2ccnc2)c(C)cc1Cn1ccnc1	1%	?	15%	-2%	?	-4%	-31%	4%	-1
CC1(C)CC(=O)C=C(Nc2ccc(C(=O)O)c(O)c2)C1	-9%	-1%	23%	0%	-4%	0%	-8%	8%	-4
CSc1ncc2c(n1)-c1ccccc1N(Cc1ccccc1C)S2(=O)=O	-3%	0%	79%[activator]	29%	23%[59 µM]	-23%	50%[activator]	-7%	4
Fc1ccccc1CSc1nc2ncc(Br)cc2[nH]1	-9%	-1%	28%	25%	?	-10%	-21%	14%	1
COCc1cc(=O)[nH]c(/N=C(\N)Nc2c(F)cccc2F)n1	6%	-3%	14%	-8%	4%	-15%	-7%	7%	3
COc1ccc(CNc2ccc([N+](=O)[O-])cc2C)cc1	i	-38%	22%	-1%	-23%	-18%	-27%	-2%	4
COc1ccccc1CN1C[C@@H]2C[C@@H](c3ccccc3OC)N3CCC[C@@]23C1=O	-7%	-15%	58%[activator]	2%	?	11%	-18%	0%	-3
O=C(O)CCCC(=O)Nc1ccc(-n2ccc(C(F)(F)F)n2)cc1	4%	-3%	34%	0%	5%	-3%	4%	-2%	-17
CCCNC(=O)C1CCN(c2cc(C)nc3c(-c4ccc(OC)c(OC)c4)c(C)nn23)CC1	i	-12%	38%	6%	0%[59 µM]	-20%	0%	0%	1
O=c1c(S(=O)(=O)c2ccccc2)cn(Cc2ccc(F)cc2)c2cc(N3CCCC3)c(F)cc12	i	1%	25%	7%	2%[59 µM]	-11%	-1%	-2%	-2
COc1ccc(-c2nnc(SC(C)C(=O)Nc3cccc(Cl)c3)o2)cc1 (centres undefined)	0%	.	40%[activator]	?	22%[59 µM]	-8%	4%	9%	3
O=C(NCc1cccnc1)c1cc(-c2ccc(Cl)cc2)oc1C(F)(F)F	3%	-17%	49%[activator]	-6%	.	-12%	-15%	0%	-2
Cn1cccc1C(=O)NNC(=O)COc1ccccc1F	-9%	-2%	12%	-2%	15%	-10%	-21%	9%	-2
(continued)
SMILES	PGK inhibitor	BAZ2B block	HP1b chromo inh	Pin1 inhibitor	G9a inh	POLH inh	JMJD2A Tudor inh	GLS inhibitor	PI4K2A inh
Cc1ccc(S(=O)(=O)NCCC(=O)N2CC(C)OC(C)C2)cc1 (centres undefined)	0%	9%	44%[activator]	-7%	-16%	-21%	-3%	3%	3
Brc1ccc(/C=N/Nc2ncnc3c2cnn3Cc2ccccc2)cc1	-9%	41%[activator][57.1 µM]	34%	7%	-15%[59 µM]	-6%	-32%	0%	1
CCC(Oc1ccccc1)C(=O)Nc1ccc(S(=O)(=O)Nc2cnc3ccccc3n2)cc1 (centres undefined)	-5%	9%	26%	-5%	-7%[59 µM]	-16%	2%	-9%	-24
Cc1ccc(C(=O)NCCSc2c(C)[nH]c3ccccc23)cc1C	i	-35%	8%	2%	-33%[59 µM]	-23%	?	2%	0
O=C(Nc1nc(-c2cccc3ccccc23)cs1)c1cnccn1	-2%	-1%	27%	18%	-8%[59 µM]	?	-11%	-5%	4
COc1ccc(S(=O)(=O)N2CCCCC2)cc1NC(=O)c1cnc(C)cn1	-1%	-2%	43%	0%	5%[12.7 µM]	-15%	1%	2%	1
CCC1Sc2ccc(S(=O)(=O)CCC(=O)Nc3ccccc3Br)cc2NC1=O (centres undefined)	-2%	-19%	42%[activator]	4%	6%[59 µM]	-9%	-8%	-8%	-8
O=C(Nc1nnc(C2CC2)s1)c1ccc(Cl)c(S(=O)(=O)N2CCc3ccccc3C2)c1	5%	0%	18%	44%[activator]	24%[59 µM]	-15%	-24%	14%	-1
COc1ccc(CC(C)N2CCN(c3cccc(C(F)(F)F)c3)CC2)cc1OC (centres undefined)	.	?	-3%	-1%	?	-9%	?	22%	-3
CCOC(=O)c1ccc(NC(=O)CSc2nc3c(c(=O)n2CC)SC(C)C3)cc1 (centres undefined)	-9%	-12%	0%	-2%	?	-25%	?	4%	-3
Cc1nc(-c2coc3cc(C)c(N=O)c(O)c3/c2=N\N)cs1	-4%	?	20%	-1%	50µM*	?	-25%	15%	0
NC(=S)NN=Cc1nccc2ccccc12	4%	.	-6%[57 µM]	-1%	.	-7%	18µM*	11%	-24
O=C(N/N=C/c1ccccc1F)NC12CC3CC(CC(C3)C1)C2	-5%	9%	25%	-11%	-6%[2.33 µM]	-10%	-7%	1%	3
Cc1ccc(OCC(=O)Nc2ccc(Cl)c(-c3nc4ccccc4[nH]3)c2)cc1C	.	-25%	41%[activator]	41%[activator]	?	.	-33%	-6%	-1
Cn1c(-n2cccc2)c(-c2c(-c3ccccc3)[nH]c3c2c(=O)n(C)c(=O)n3C)c(=O)n(C)c1=O	-6%	-11%	40%[activator]	2%	-29%[59 µM]	-1%	-12%	26%	-7
Brc1ccc(-c2csc(N3CCc4ccccc4C3)n2)cc1	-5%	21%[57.1 µM]	25%	15%	49%	4%	-14%	2%	-2
O=C(CN(C(=O)CCC(=O)Nc1nccs1)c1cccc(C(F)(F)F)c1)NCC1CCCO1 (centres undefined)	-1%	-1%	-11%	-7%	7%	-23%	7%	-15%	0
CCOc1ccc(C(=O)c2cn(CC(=O)Nc3ccc(F)c(F)c3)c3cc4c(cc3c2=O)OCCO4)cc1	-4%	-4%	29%	51%[activator]	8%[59 µM]	-14%	-6%	-4%	-7
O=C(c1cc2cc(Cl)ccc2o1)N1CCCCCC1	2%	6%	49%[activator]	-2%	17%	-22%	0%	5%	-4
COc1cccc(C(c2nnnn2Cc2ccco2)N2CCN(c3cccc(C)c3C)CC2)c1OC (centres undefined)	-1%	-38%	14%	17%	?	-17%	-33%	-2%	1
CCOC(=O)c1sc(NC(=O)CNC(=O)Cn2cnc3sc(C)c(C)c3c2=O)nc1C	i	-2%	26%	1%	1%[59 µM]	-8%	-6%	5%	-6
CCN1CCN(C(=O)c2ccc3c(c2)N(Cc2ccc(Cl)cc2)C(=O)c2ccccc2S3(=O)=O)CC1	-5%	-27%	32%	-6%	?	-24%	-16%	7%	1
Cc1c(OCC(=O)NC2CC(C)(C)NC(C)(C)C2)ccc2c1oc(=O)c1ccccc12	1%	-32%	15%	-4%	?	-6%	-19%	-4%	22
CCCCCCc1cc2cc(-c3cn4c(n3)sc3cc(OC)ccc34)c(=O)oc2cc1O	i	3%	32%	?	-17%[59 µM]	-10%	-23%	4%	-2
CCCN1CCC(=O)N(CCSc2ccc(C)cc2)CC1	-8%	3%	12%&25%	2%&-5%	0%[12.7 µM]	-15%	-7%&-17%	6%	-3
